# Screens deposited in PubChem BioAssay by several laboratories.
# NOD2 RIPK2 PPI – blocks binding of human NOD2 to RIPK2 | O43353 | CHO BLA complementation NOD2-RIPK2, CCF4 ratio | inhibition, % at 4.98 µM | 360,000 compounds, 0.38% hits | AID 624267; in the data active = inhibition above about 21%;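 also: 0% = vehicle only and 100% = reference blocker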
# Target sequence (O43353 whole entry, looked up): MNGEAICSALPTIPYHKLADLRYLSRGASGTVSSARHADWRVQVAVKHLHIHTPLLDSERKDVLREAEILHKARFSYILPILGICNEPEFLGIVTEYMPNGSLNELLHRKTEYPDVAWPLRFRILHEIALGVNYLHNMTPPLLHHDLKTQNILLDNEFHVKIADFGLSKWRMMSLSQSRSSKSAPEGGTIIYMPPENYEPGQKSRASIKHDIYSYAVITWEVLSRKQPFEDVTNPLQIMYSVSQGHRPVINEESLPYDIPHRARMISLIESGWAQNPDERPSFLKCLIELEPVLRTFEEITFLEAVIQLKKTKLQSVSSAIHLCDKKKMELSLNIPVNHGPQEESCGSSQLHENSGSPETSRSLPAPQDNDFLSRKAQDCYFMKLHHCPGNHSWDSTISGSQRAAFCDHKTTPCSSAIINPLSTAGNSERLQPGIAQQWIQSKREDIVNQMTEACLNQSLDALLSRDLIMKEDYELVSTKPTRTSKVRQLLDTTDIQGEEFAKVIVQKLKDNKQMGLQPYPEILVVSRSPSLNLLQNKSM
# NCOA1 inh – human NCOA1 inhibition; AID 588354; inhibition, % at 3.6 µM; HEK293 GAL4-SRC1 luciferase reporter, luminescence; Q15788; 360,000 compounds, 0.12% hits;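 active = inhibition above the campaign mean plus 3 SD, with each screening campaign given its own cutoff, cut at about 60% in these data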;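 also: 0% = DMSO treated cells and 100% = gossypol at 36 µM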
# SRC3 inh – inhibitors of human steroid receptor coactivator 3 (SRC3) | Q9Y6Q9 | HEK293 GAL4-SRC3 luciferase reporter, luminescence | inhibition, % at 3.6 µM | 360,000 compounds, 0.17% hits;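 active = inhibition above a per-campaign cutoff, the mean of all compounds plus 3 SD, cut at about 60% in these data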;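 also: 0% = DMSO-treated cells and 100% = gossypol-treated cells at 36 µM; higher means less SRC3-driven luciferase light from the GAL4 reporter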
# Vif imaging – blocks HIV Vif function | HEK293T cells, Vif self-association by quenched fluorescence, imaging, 24 h | 340,000 compounds, 0.35% hits | AID 602346 | inhibition, % at 7.49 µM; in the data active = inhibition above about 50%, passing the limit was not always enough; also: some results filed as inactive read as strong as hits
# TROY NFkB inh – TROY signaling inhibition. 360,000 compounds, 0.98% hits. Q293 LMP1-TROYcd NF-kB luciferase reporter, 4 h. inhibition, % at 10 µM. AID 1347056;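 active = compounds whose plate-normalised and pattern-corrected inhibition of the luciferase reporter signal at the single screening dose is 50% or more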
# NCOA2 inhibitor – human SRC2 (NCOA2) inhibition; HEK293 GAL4-SRC2 luciferase reporter, luminescence; inhibition, % at 9 µM; 370,000 compounds, 0.17% hits; Q15596;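 active = inhibition above the mean inhibition of all tested compounds plus 3 SD, set per campaign, cut at about 52% in these data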;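 also: 0% = DMSO treated cells and 100% = cells given Gossypol at 36 µM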
# TLR9-MyD88 block – TLR9-MyD88 interaction inhibition | CHO BLA complementation TLR9-MyD88, CCF4 FRET ratio | 340,000 compounds, 0.21% hits | inhibition, % at 4.98 µM | Q9NR96+Q99836;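 active = inhibition above the mean over all tested compounds plus 3 SD, cut at about 21% in these data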;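 also: 0% = DMSO only wells and 100% = clavulanate BLA inhibitor control wells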
# LMP1 NFkB inh – Epstein-Barr LMP1 NF-kappaB reporter inhibition; AID 504558; 350,000 compounds, 0.69% hits; LMP1-induced NF-kappaB luciferase reporter cells, luminescence; inhibition, % at 12.5 µM; in the data active = inhibition above about 41%;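 also: 0% = neutral control wells and 100% = reference inhibitor control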
# COUP-TFII inh – inhibitors of human COUP-TFII (NR2F2); P24468; HEK293T NGFI-A luciferase reporter, luminescence; inhibition, % at 8.6 µM; 370,000 compounds, 0.7% hits; AID 686940;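 active = inhibition above a per-plate cutoff, mean inhibition of test wells between control levels plus 3 SD, cut at about 38% in these data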;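 also: cells cotransfected with COUP-TFII expression vector driving the NGFI-A reporter; 0% = median of COUP-TF2 test wells and 100% = reporter-only cells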
# C8 TRAIL sens – sensitizes caspase-8 expressing cells to TRAIL | NB7+C8 cells + TRAIL, ATPlite viability luminescence | inhibition (viability loss, TRAIL sensitization), % at 10 µM | 360,000 compounds, 1% hits | AID 624354;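 active = compounds causing at least 50% loss of cell viability in the single-dose screen, relative to plate controls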
# LRH-1 inv ag – suppresses constitutive activity of human LRH-1 | O00482 | HEK293T StAR-luciferase reporter, LRH-1 transfected, 24 h | inhibition, % at 3.6 µM | 360,000 compounds, 0.13% hits;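 active = inhibition above the mean inhibition of all tested compounds plus 3 SD, cut at about 73% in these data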;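 also: 0% = DMSO wells and 100% = reporter-only cells lacking LRH-1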
# Starred values were filed as active, the others as inactive; / = not tested or not shown. This is a subset; rates above refer to the full screens.
# Keys: A = NOD2 RIPK2 PPI; B = NCOA1 inh; C = SRC3 inh; D = Vif imaging; E = TROY NFkB inh; F = NCOA2 inhibitor; G = TLR9-MyD88 block; H = LMP1 NFkB inh; I = COUP-TFII inh; J = C8 TRAIL sens; K = LRH-1 inv ag
COc1ccccc1C(=O)NCCSCc1ccccc1Cl
  A: 0 | B: -26 | C: -10 | D: -6 | E: -35 | F: -23 | G: 2 | H: -1 | I: -26 | J: -3 | K: 5

CC(C)Cc1cc(CNC(=O)C2CCC(=O)N(Cc3cccc(C(F)(F)F)c3)C2)on1 (centres undefined)
  A: -4 | B: -1 | C: 3 | D: -7 | E: 10 | F: -23 | G: -7 | H: 0 | I: -7 | J: -2 | K: -2

O=[N+]([O-])c1ccc2nnn(O)c2c1
  A: -6 | B: 0 | C: 11 | D: -4 | E: -1 | F: -12 | G: -20 | H: 3 | I: -17 | J: 9 | K: -13

CCOc1ccc(OC(=O)c2cccnc2)cc1
  A: -8 | B: -9 | C: 2 | D: 5 | E: -32 | F: 6 | G: -15 | H: -3 | I: -13 | J: 5 | K: -10

COc1ccc(N2C(=O)C(Cl)=C(N3CCCC3)C2=O)cc1
  A: -12 | B: -17 | C: -13 | D: 2 | E: -36 | F: 5 | G: -8 | H: -1 | I: 1 | J: -10 | K: 21

C[C@@H]1CN([C@H](C)CO)S(=O)(=O)c2ccc(Br)cc2O[C@H]1CN(C)C(=O)Nc1ccccc1
  A: -8 | B: 1 | C: 3 | D: / | E: -2 | F: 3 | G: -6 | H: -2 | I: 7 | J: -24 | K: 1

COc1ccc(Cl)cc1NC(=O)COC(=O)C1CCCCC1
  A: 3 | B: -14 | C: 13 | D: -1 | E: -2 | F: -1 | G: 0 | H: 2 | I: -10 | J: -16 | K: -8

CN1/C(=C\C(=S)NC(=O)c2ccccc2Cl)C(C)(C)c2ccccc21
  A: 1 | B: -11 | C: 9 | D: -1 | E: 26 | F: -23 | G: 7 | H: 9 | I: 9 | J: 46 | K: 0

O=C(Nc1ccccc1F)Nc1ccccc1OC(F)F
  A: -18 | B: -1 | C: 4 | D: -3 | E: -15 | F: 15 | G: 10 | H: -5 | I: 11 | J: -3 | K: 1

CC(=O)NNC(=O)c1cc2sccc2s1
  A: -2 | B: 5 | C: 12 | D: 1 | E: -10 | F: -16 | G: -13 | H: 2 | I: 0 | J: -12 | K: -25

O=C(CC(c1ccccc1)c1ccccc1O)NCCc1ccccc1 (centres undefined)
  A: -6 | B: 9 | C: 6 | D: -9 | E: -6 | F: -6 | G: -4 | H: 4 | I: 2 | J: 11 | K: 1

O=C(Nc1ccc(S(=O)(=O)NCC2CCCO2)cc1)c1cccc(F)c1 (centres undefined)
  A: 7 | B: -4 | C: -1 | D: -5 | E: -2 | F: 10 | G: -5 | H: 0 | I: 1 | J: -11 | K: -2

COc1ccc2ccc(=O)oc2c1CC(=O)C(C)C
  A: -1 | B: -1 | C: -7 | D: 6 | E: 10 | F: -23 | G: -5 | H: 5 | I: -13 | J: 0 | K: -4

CCOC(=O)c1sc(Nc2ccccc2)nc1C
  A: 4 | B: -85 | C: -89 | D: 2 | E: -3 | F: -76 | G: -6 | H: -18 | I: -27 | J: 1 | K: -124

CCc1ccc(NC(=O)CSc2nnnn2-c2cccnc2)cc1
  A: -3 | B: 10 | C: 4 | D: -8 | E: -1 | F: 17 | G: -14 | H: 3 | I: -19 | J: 7 | K: 8

CCN=c1scc(C)n1/N=C/c1cc(Br)c(O)c(Br)c1
  A: 3 | B: -24 | C: -2 | D: -5 | E: 53* | F: 6 | G: 0 | H: 7 | I: 5 | J: 6 | K: -7

CC(C)(C)OC(=O)NCC12C=CC(O1)C1C(=O)N(Cc3ccccc3)C(=O)C12 (centres undefined)
  A: 2 | B: 1 | C: 2 | D: 2 | E: 5 | F: 9 | G: -7 | H: -1 | I: 4 | J: -14 | K: -5

CCN(Cc1ccncc1)Cc1nc(-c2ccc(C(=O)OC)cc2)no1
  A: -6 | B: -8 | C: -6 | D: -4 | E: 24 | F: 4 | G: 3 | H: 2 | I: 0 | J: 7 | K: 6

Cc1cccc(OCCCC(=O)Nc2ccccc2C(F)(F)F)c1
  A: 14 | B: 6 | C: -3 | D: 13 | E: 3 | F: 0 | G: 10 | H: 2 | I: 14 | J: 12 | K: -14

C[C@@H]1CN(Cc2nc(-c3cccs3)no2)C[C@H](C)O1
  A: -1 | B: 1 | C: 7 | D: 3 | E: -9 | F: -27 | G: 1 | H: -9 | I: -4 | J: -20 | K: 2

CCc1noc(C)c1C(=O)Nc1cccc2ncccc12
  A: -1 | B: -4 | C: 6 | D: -2 | E: 0 | F: 6 | G: -13 | H: -2 | I: 14 | J: -13 | K: -1

CC(=O)N1CCCc2cc(S(=O)(=O)N(CC(C)C)CC(C)C)ccc21
  A: 6 | B: 1 | C: 13 | D: 2 | E: -23 | F: 6 | G: -2 | H: -5 | I: 12 | J: -8 | K: 10

# Not a retest: an excerpt of the list.
# Keys: A = NOD2 RIPK2 PPI; B = NCOA1 inh; C = SRC3 inh; D = Vif imaging; E = TROY NFkB inh; F = NCOA2 inhibitor; G = TLR9-MyD88 block; H = LMP1 NFkB inh; I = COUP-TFII inh; J = C8 TRAIL sens; K = LRH-1 inv ag
CCc1noc(C)c1C(=O)Nc1cccc2ncccc12
  A: -1 | B: -4 | C: 6 | D: -2 | E: 0 | F: 6 | G: -13 | H: -2 | I: 14 | J: -13 | K: -1

CC(=O)N1CCCc2cc(S(=O)(=O)N(CC(C)C)CC(C)C)ccc21
  A: 6 | B: 1 | C: 13 | D: 2 | E: -23 | F: 6 | G: -2 | H: -5 | I: 12 | J: -8 | K: 10

# Single values from above:
# LRH-1 inv ag, CCc1ccc(NC(=O)CSc2nnnn2-c2cccnc2)cc1 = 8
# NCOA2 inhibitor, COc1ccccc1C(=O)NCCSCc1ccccc1Cl = -23
# NOD2 RIPK2 PPI, O=C(CC(c1ccccc1)c1ccccc1O)NCCc1ccccc1 (centres undefined) = -6
# TLR9-MyD88 block, CCOc1ccc(OC(=O)c2cccnc2)cc1 = -15
# Vif imaging, COc1ccc(N2C(=O)C(Cl)=C(N3CCCC3)C2=O)cc1 = 2
# NCOA1 inh, Cc1cccc(OCCCC(=O)Nc2ccccc2C(F)(F)F)c1 = 6
# Vif imaging, CCN(Cc1ccncc1)Cc1nc(-c2ccc(C(=O)OC)cc2)no1 = -4

# Two compounds drawn at random from those above, as already listed:
# Keys: A = NOD2 RIPK2 PPI; B = NCOA1 inh; C = SRC3 inh; D = Vif imaging; E = TROY NFkB inh; F = NCOA2 inhibitor; G = TLR9-MyD88 block; H = LMP1 NFkB inh; I = COUP-TFII inh; J = C8 TRAIL sens; K = LRH-1 inv ag
CC(=O)NNC(=O)c1cc2sccc2s1
  A: -2 | B: 5 | C: 12 | D: 1 | E: -10 | F: -16 | G: -13 | H: 2 | I: 0 | J: -12 | K: -25

C[C@@H]1CN([C@H](C)CO)S(=O)(=O)c2ccc(Br)cc2O[C@H]1CN(C)C(=O)Nc1ccccc1
  A: -8 | B: 1 | C: 3 | D: / | E: -2 | F: 3 | G: -6 | H: -2 | I: 7 | J: -24 | K: 1
